MCF10A rerep: A quantitative high throughput screen for small molecules that induce DNA re-replication in MCF 10a normal breast cells. MCF 10A DNA re-replication, Hoechst nuclear intensity, 48 h. Potency, µM (doses to about 46.1 µM), for inactives: at the top dose activity, positive = re-replication, hits mostly activators. hit rate 2.9% among 350,000; also: potency is read from the fitted curve at half-maximal effect; % of control where 0% means no effect; nearly all actives have a fitted effect of over 50% in size
KB-3-1 cytotox: qHTS assay for MDR1-selective chemotherapeutics: Primary screen using the parental adenocarcinoma cell KB-3-1. KB-3-1 viability, CellTiter-Glo ATP luminescence, 72 h. Potency, µM (highest dose often 46.1 µM), inactives show at the top dose activity change, negative = cytotoxic, usual class: cytotoxic. AID 1347075, 2019. hit rate 1.4% among 400,000; also: potency is read from the fitted curve at half-maximal effect; % is scaled to controls: 0 for no effect and ±100 for the full control effect; nearly all actives have a fitted effect of over 60% in size
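Parental KB-3-1 viability, qHTS format: 72 h compound exposure, 37 °C; CellTiter-Glo; media-only wells and DMSO plates as controls; concentration-effect fits on corrected data.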
KB-V1 cytotox: qHTS assay for MDR1-selective chemotherapeutics: Primary screen using the drug-selected MDR subline cells KB-V1; Potency, µM (highest dose often 46.1 µM), inactives show at the top dose activity change, negative = cytotoxicity, usual class: cytotoxic; hit rate 3.4% among 400,000; AID 1347076, 2019; KB-V1 MDR cells viability, CellTiter-Glo, 72 h; also: potency is read from the fitted curve at half-maximal effect; % is scaled to controls: 0 for no effect and ±100 for the full control effect; nearly all actives have a fitted effect of over 60% in size
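qHTS viability screen in drug-selected KB-V1 MDR cells: 72 h compound treatment at 37 degrees C, ATP luminescence end point.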
HT1080 IDH1KD tx: qHTS for induction of synthetic lethality in tumor cells producing 2HG: qHTS for the HT-1080-IDH1KD cell line | HT-1080 IDH1 knockdown viability, ATP luminescence, 48 h | Potency, µM (highest dose often 46.1 µM), without a hit: at the highest dose activity, negative = toxicity, usual class: cytotoxic | hit rate 2% among 360,000;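 also: potency is read from the fitted curve at half-maximal effect; 0% = DMSO wells and -100% = cell-free medium wells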
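Luminescent ATP read-out (CellTiter-Glo, 10 min at room temperature) after 48 h compound exposure at 37 °C gave viability of IDH1-knockdown HT-1080 cells. Activity was normalised to DMSO and cell-free wells, then fitted as concentration-response curves.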
SW480 rerep: A quantitative high throughput screen for small molecules that induce DNA re-replication in SW480 colon adenocarcinoma cells. Potency, µM (titrated, usually from 46.1 µM), for inactives: at the top dose re-replication activation, actives largely listed as activators. SW480 DNA re-replication, Hoechst DNA content imaging, 48 h. hit rate 1.8% among 340,000; also: potency is read from the fitted curve at half-maximal effect; % of control where 0% means no effect; nearly all actives have a fitted effect of over 55% in size
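Image-based read-out: total Hoechst fluorescence of nuclei (405 nm excitation, 500-530 nm emission), with hits raising the fraction of high-intensity nuclei. SW480 colon cells incubated 48 hr with compounds at 37 C.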
ATXN2 expr inh: Primary qHTS for Inhibitors of ATXN expression | Potency, µM (highest dose often 57 µM), inactives show at the top dose activity change, negative = inhibition, hits mostly inhibitors | hit rate 0.72% among 360,000 | HEK-293 ATXN2-luciferase reporter, luminescence, 24 h | AID 1745845, 2022; also: potency is read from the fitted curve at half-maximal effect; % is scaled to controls: 0 for no effect and ±100 for the full control effect; nearly all actives have a fitted effect of over 55% in size
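ATXN2-luciferase reporter cells (luciferase flanked by upstream and downstream ATXN2 gene portions) were treated 24 h at 37 °C with compounds at up to 57 uM. SteadyGlo luminescence gave expression; GF-AFC fluorescence gave viability.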
HT1080NT lethal: qHTS for induction of synthetic lethality in tumor cells producing 2HG: qHTS for the HT-1080-NT fibrosarcoma cell line | HT-1080-NT fibrosarcoma viability, CellTiter-Glo ATP luminescence, 48 h | Potency, µM (series often up to 46.1 µM), without a hit: at the top dose activity, negative = less viability, actives largely listed as cytotoxic | hit rate 1.6% among 360,000;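 also: NT is the 2HG producing partner of a matched IDH1 knockdown line; potency is read from the fitted curve at half-maximal effect; 0% = DMSO-treated cells and -100% = media-only wells without cells; nearly all actives have a fitted effect of over 55% in size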
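Compounds were tested in concentration-response format on HT-1080-NT cells for 48 hours at 37 degrees C. Cell viability came from CellTiter-Glo luminescence; curves were classified by r2, response magnitude and activity.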
WRN helicase inh: qHTS for Inhibitors of WRN Helicase | Bifunctional 3'-5' exonuclease/ATP-dependent helicase WRN (Homo sapiens), Q14191 | WRN helicase unwinding, fluorescent forked duplex, kinetic | Potency, µM (titrated, usually from 114 µM), without a hit: at the top dose activity change, negative = inhibition, most hits filed as inhibitors | hit rate 0.46% among 360,000 | AID 651768, 2012; also: potency is read from the fitted curve at half-maximal effect; % is scaled to controls: 0 for no effect and ±100 for the full control effect; nearly all actives have a fitted effect of over 55% in size
Target sequence (Q14191 whole entry, looked up): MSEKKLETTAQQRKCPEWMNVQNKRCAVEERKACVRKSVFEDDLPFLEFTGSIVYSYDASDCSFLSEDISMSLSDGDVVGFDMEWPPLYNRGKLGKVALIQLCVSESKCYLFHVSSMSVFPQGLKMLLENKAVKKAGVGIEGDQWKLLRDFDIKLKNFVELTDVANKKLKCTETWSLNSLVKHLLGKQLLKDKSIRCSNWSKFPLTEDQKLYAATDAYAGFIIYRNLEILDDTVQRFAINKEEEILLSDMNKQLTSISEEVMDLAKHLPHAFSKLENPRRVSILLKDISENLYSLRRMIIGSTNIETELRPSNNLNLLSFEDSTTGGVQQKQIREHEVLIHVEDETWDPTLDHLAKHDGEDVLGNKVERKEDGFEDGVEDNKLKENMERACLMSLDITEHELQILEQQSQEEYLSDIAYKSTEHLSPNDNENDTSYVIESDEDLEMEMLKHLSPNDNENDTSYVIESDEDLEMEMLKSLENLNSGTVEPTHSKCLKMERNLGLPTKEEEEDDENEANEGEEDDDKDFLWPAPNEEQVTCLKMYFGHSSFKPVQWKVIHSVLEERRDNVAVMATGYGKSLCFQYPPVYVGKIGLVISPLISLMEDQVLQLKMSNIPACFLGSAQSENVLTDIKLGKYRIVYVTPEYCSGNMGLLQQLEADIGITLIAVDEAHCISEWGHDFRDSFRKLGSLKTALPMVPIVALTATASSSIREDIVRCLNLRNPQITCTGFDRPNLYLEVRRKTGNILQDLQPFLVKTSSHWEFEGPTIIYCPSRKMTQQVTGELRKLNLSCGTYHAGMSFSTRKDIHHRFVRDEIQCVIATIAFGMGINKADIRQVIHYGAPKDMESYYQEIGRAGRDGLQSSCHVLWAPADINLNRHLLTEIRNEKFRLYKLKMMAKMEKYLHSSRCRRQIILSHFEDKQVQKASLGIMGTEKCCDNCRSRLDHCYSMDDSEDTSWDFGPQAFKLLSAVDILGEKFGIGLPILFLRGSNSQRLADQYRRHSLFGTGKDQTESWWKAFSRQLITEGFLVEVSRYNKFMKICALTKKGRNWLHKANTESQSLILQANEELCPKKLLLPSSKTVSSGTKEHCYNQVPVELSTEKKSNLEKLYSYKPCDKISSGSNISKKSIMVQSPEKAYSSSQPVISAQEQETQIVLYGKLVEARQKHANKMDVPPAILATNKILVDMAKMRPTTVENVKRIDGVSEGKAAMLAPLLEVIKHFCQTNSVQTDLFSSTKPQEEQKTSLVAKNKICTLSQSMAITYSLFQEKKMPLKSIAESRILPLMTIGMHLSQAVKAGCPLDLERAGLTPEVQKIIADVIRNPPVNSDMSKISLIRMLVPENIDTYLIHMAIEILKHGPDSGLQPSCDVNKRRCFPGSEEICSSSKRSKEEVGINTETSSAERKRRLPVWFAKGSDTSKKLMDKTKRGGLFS
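Primary qHTS, 1536-well format. 20 nM WRN + compound, 15 min RT; start with 100 nM forked fluorophore/quencher duplex, 2 mM ATP (final); kinetic read ex 525/em 598 nm.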
IL1B secr inh: qHTS for Inhibitors of Inflammasome Signaling: IL-1-beta AlphaLISA Primary Screen. THP-1 LPS/ATP IL-1B secretion, AlphaLISA, 16 h; active compounds read low. activity change, % at 57.5 µM. hit rate 4.7% among 360,000; in the data active = activity change below about -50%; inconclusive = mostly about -30% to -49%; also: % is scaled to controls: 0 for no effect and ±100 for the full control effect
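Secreted IL-1B measured by AlphaLISA bead assay after 16 h compound exposure of THP-1 cells; compounds (final up to 57.5 uM) added 1 h before LPS (250 ng/mL) and ATP (1.25 mM) stimulation; lower signal means less secretion.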
An asterisk follows results filed as active; i = inactive; ? = inconclusive; . = no result given; & = joins results of further samples; [ ] = another dose, or the depositor's remark. Unless noted, calls follow the shape of the dose curve; as a rule, active = well fitted curve in the direction sought with a large enough effect; inconclusive = small, poorly fitted or top-dose-only effect, or another doubt; inactive = no such curve, though single readings can be large; an effect the other way counts as inactive or inconclusive.

SMILES	MCF10A rerep	KB-3-1 cytotox	KB-V1 cytotox	HT1080 IDH1KD tx	SW480 rerep	ATXN2 expr inh	HT1080NT lethal	WRN helicase inh	IL1B secr inh
O=C(NCC(=O)N(Cc1ccccc1)C(C(=O)NC1CCCC1)c1cccnc1)c1ccco1 (stereo unspecified)	-1%	-2%	16%	-6%	?	-3%	-8%	-7%	23
COc1ccc(NC(=O)NNC(=O)CCc2ccc(O)c(O)c2)cc1OC	?	18%	3%	0%	-2%	-8%	-2%	4%	-1
O=C(Cc1ccc([N+](=O)[O-])cc1)NC1CCCCCC1	?	10%	-5%	-1%	?	-44%	-3%	6%	5
Cc1nn(-c2ccccc2)c(=O)c2noc(C)c12	-4%	21%	53%	23%	15%	-4%	?	-31%	-5
CN(C)c1ccc(C=c2c3cc([N+](=O)[O-])ccc3n3c2cc(-c2ccccc2)[n+]3C)cc1	?	5.2µM*	2%	10µM*	7%	28µM*	?	35µM*	-115*
Cc1nnc(Nc2ccccn2)c2ccccc12	9%	5%	-24%	9%	0%	15%	11%	-10%	31
CNc1nc(Cl)c(SC)c(NCc2cccc(OC)c2)n1	?	7%	-24%	-7%	?	-29%	-24%	-31%	37
Cc1cc([N+](=O)[O-])ccc1NCc1cccc2ccccc12	0%	-6%	13µM*	-1%	2%	-2%	?	-9%	-66*
Cc1ccc(C(=O)Oc2oc(-c3ccccc3)nc2C=Nc2ccc(N(C)C)cc2)cc1	0%	-4%	-1%	17%	9%	23%	13%	19%	0
O=C(Cn1ncc(Cl)c(Cl)c1=O)N1CCc2ccccc21	10µM*	?	?	2.9µM*	-2%	?	4.6µM*	-9%	-109*
CC(C)(C)c1ccc(/C=C/C(=O)Nc2ncccn2)cc1	5%	19%	?	-2%	4%	77%[activator]	-11%	8%	0
CCCc1nn2c(=O)cc(CSCC(=O)Nc3ccccc3)nc2s1	5%	-5%	-4%	12%	21%	11%	5%	1%	5
Nn1c(Cc2ccccc2F)nnc1SCn1nnc2ccccc2c1=O	-2%	-5%	9%	9%	-11%	-10%	4%	0%	8
CC(C)(C)OC(=O)C[C@H]1C/C=C\C[C@H](CC(=O)N[C@H](CO)Cc2ccccc2)C(=O)N[C@H](Cc2ccccc2)COC1=O	0%	0%	0%	1%	?	-14%	1%	-7%	-58*
COCCn1c(SCC(=O)NCc2ccc(F)cc2)nc2ccccc21	15%	24%	-18%	2%	1%	-9%	8%	7%	1
COc1ccc(OCC2c3cc(OC)c(OC)cc3CCN2C(=O)C(C)C)cc1 (stereo unspecified)	0%	3%	?	-17%	5%	-14%	-3%	4%	20
CCOC(=O)c1cc(-c2csc(Nc3c(C)cc(C)cc3C)n2)on1	?	?	?	?	2%[9.22 µM]	8%	?	-18%	16
COc1ccc(OCC(=O)N2CCCC2=O)c([N+](=O)[O-])c1	0%	4%	9%	14%	3%	-9%	0%	2%	10
Cc1c([N+](=O)[O-])c2ccc(O)cc2n1-c1ccccc1	0%	-17%	-3%	-4%	?	.	-10%	-3%	0
Cc1ccc(CNS(=O)(=O)c2c(C)nc3scc(C)n3c2=O)cc1	15%	2%&22%	?	10%	2%	6%&-7%	10%	7%	-2
NS(=O)(=O)c1cc(C(=O)NCCOc2ccccc2)c(Cl)cc1Cl	18%	-3%	-17%	-4%	-9%	?	-6%	-6%	17
O=C(COc1cccc(Cl)c1Cl)Nc1ccc2c(c1)CCC2	19%	-7%	16%	-2%	-2%	13%	-16%	7%	-12
CN1CCCN(Cc2nc(-c3ccc(Cl)cc3)no2)CC1	?	-9%	?	-7%	15%	5%	2%	4%	?
O=C(O)CSCc1nc2scc(-c3ccccc3)c2c(=O)[nH]1	-27%	5%	-1%	9%	24%	-29%	12%	-6%	12
O=C(COC(=O)Cc1ccc(-c2ccccc2)cc1)NCc1ccccc1	?	-27%	-2%	0%	4%	6%	-2%	2%	29
Cc1ccc(N2C(=O)N(CC(=O)Nc3ccccc3C(F)(F)F)C(=O)C2C)cc1 (stereo unspecified)	-2%	-5%	-7%	5%	-2%	0%	11%	-29%	8
O=C(CCN1C(=O)COc2ccccc21)NCc1ccco1	-10%	19%	1%	5%	-3%	2%	11%	-9%	-2
Cc1ccc2nc(N)nnc2c1	.	9%	?	3%	.	.	2%	2%	-3
Cn1c(=O)oc2cc(S(=O)(=O)NCCC(=O)N3CCN(c4ccccc4)CC3)ccc21	9%	-1%	7%	12%	0%	-18%	3%	0%	-11
O=C(NCCCn1ccnc1)C(=O)NCC(c1ccco1)N1CCN(c2ccccc2)CC1 (stereo unspecified)	?	2%	18%	10%	-2%	5%	18%	9%	12
O=C(COc1ccc([N+](=O)[O-])cc1)Nc1ccc(NC(=O)c2ccccc2)cc1	-8%	0%	7%	-14%	-38%[inhibitor]	-13%	-5%	-13%	i
O=C(O)/C=C/C(=O)NCCNc1ncc(C(F)(F)F)cc1Cl	0%	2%	16%	-17%	8%	-12%	0%	1%	2
Cc1ccc(NC(=O)N2CCC(C(=O)NCCC3=CCCCC3)CC2)cc1	5%	1%	3%	-14%	2%	3%	-4%	3%	7
Cc1nc(C)n(CC(C)C(=O)N2CCN(S(=O)(=O)c3ccccc3)CC2)n1 (stereo unspecified)	-1%	-2%	9%	-12%	-41%[inhibitor]	5%	2%	5%[57.1 µM]	-3
CCc1c(C)nc2cc(-c3ccc(Cl)cc3)[nH]n2c1=O	0%	1%	9%	-4%	0%	42%[activator]	-13%	4%	4
CCCCn1c(N)c(N(CCOC)C(=O)c2cc(S(=O)(=O)N3CCCCC3)ccc2C)c(=O)[nH]c1=O	-12%	5%	23%	11%	-42%[inhibitor]	14%	11%	0%	-4
CN(Cc1ccccc1)C(=O)c1cc2cc(F)ccc2[nH]1	11%	-18%	-11%	-13%	10%	5%	-11%	-4%	45
Cc1c(C(=O)N2CCCc3ccccc32)sc2nc(-c3ccccc3)cn12	0%	-5%	26%	8%	-5%	7%	?	-10%	-12
Cc1ccc(S(=O)(=O)N2[C@@H](c3cccc(Cl)c3)C(C(=O)O)=CC[C@H]2c2cccc(C)c2)cc1	?	-2%	-11%	-2%	11%	6%	-1%	1%	41
C=C(C)c1cccc(C(C)(C)NC(=O)N2CCCC(C(N)=O)C2)c1 (stereo unspecified)	-1%	-4%	-13%	-5%	12%	-10%	-4%	-2%	-9
Cc1ccc(S(=O)(=O)N2CC=C(C(=O)NC3CCCC3)CC2)cc1	-2%	7%	3%	6%	-4%	-2%	7%	-2%	-24
COc1ccccc1NC(=O)c1ccc(-c2ccccc2F)o1	3%	5%	-1%	7%	-8%	38%	-1%	-7%	44
Cc1ccc(NC(=S)NCCc2ccc(S(N)(=O)=O)cc2)c(C)c1	-8%	-1%	16%	0%	-1%	2%	10%	2%	-8
OCC(CBr)(CBr)CBr	18%	0%	16%	-1%	4%	-1%	-4%	-1%	19
COc1ccc(C2CC(c3cccs3)=NN2C(=O)c2ccc(Br)o2)cc1 (stereo unspecified)	8%	-21%	0%	-5%	3%	-10%	-4%	-12%	-5
Cc1nc(-c2ccccc2)sc1-c1nc(-c2ccccc2)ncc1S(=O)(=O)c1ccccc1	15%	-5%	-9%	7%	0%	6%	9%	-3%	-17
COc1ccc(NC(=O)COc2ccccc2Cc2ccccc2)cn1	20%	?	?	0%	-6%	-20%	-6%	-10%	-2
C/C(CC(=O)Nc1cc(C)cc(C)c1)=N\NC(=O)c1ccccn1	2%	6%	0%	-8%	0%	12%	-3%	-16%	-16
Cc1cc(NC(=O)C2CC2)ncc1NC(=O)C12CC3CC(CC(C3)C1)C2	?	0%	-3%	5%	-7%	5%	8%	9%	3
C=CCc1ccc(OCCN2CCc3ccccc3C2)c(OC)c1	1%	-7%	11%	-13%	8%	-1%[11.3 µM]	-10%	?	-2
CN(CCn1ccnc1)Cc1cn(Cc2ccccc2)nc1-c1ccc2c(c1)OCO2	-5%	-9%	-2%	-11%	-8%	-9%	-3%	6%	-16
COc1ccc(C(=O)Cn2cnc3ccccc3c2=O)cc1OC	-2%	26%	-6%	13%	-3%	-6%	26%	-8%	19
COc1ccc(CNC(=O)c2ccc(CS(=O)Cc3cccc(Cl)c3)o2)cc1 (stereo unspecified)	11%	8%	?	0%	3%	-5%	5%	-5%	-6
Cc1ccc(S(=O)(=O)Nc2cc(S(=O)(=O)N3CCCCC3)ccc2N2CCOCC2)cc1	10%	-8%	-19%	2%	-3%	-1%	7%	3%	-5
COc1ccc(NCc2nnc(SCc3ccccc3)n2-c2ccc(OC)cc2)cc1	11%	1%	8.2µM*	-21%	2%	-5%	4%	-8%	-23
CCOC(=O)C(=Cc1cc(=O)c(OC)co1)C(=O)OCC	1.6µM*	4.6µM*	?	18µM*	?	?	12µM*	2%	-97*

Record cards, from the list above. Screens in order: MCF10A rerep | KB-3-1 cytotox | KB-V1 cytotox | HT1080 IDH1KD tx | SW480 rerep | ATXN2 expr inh | HT1080NT lethal | WRN helicase inh | IL1B secr inh
COc1ccc(CNC(=O)c2ccc(CS(=O)Cc3cccc(Cl)c3)o2)cc1 (stereo unspecified) reads 11% | 8% | ? | 0% | 3% | -5% | 5% | -5% | -6
Cc1cc(NC(=O)C2CC2)ncc1NC(=O)C12CC3CC(CC(C3)C1)C2 reads ? | 0% | -3% | 5% | -7% | 5% | 8% | 9% | 3

Not a hit list (roughly 12% active in at least one column).
